ER stress death: ER stress cell death inhibition; actives 0.33% (n = 48,000); CSM14.1 thapsigargin ER stress survival, ATP luminescence; relative survival (cellular ATP), % at 15 µg/mL (by protocol); AID 1010;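 active = survival measured by cellular ATP above 50% at 15 µg/ml in the first screen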;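 note: cell death triggered by about 15 µM thapsigargin; ATP read 24 h after thapsigargin was added; plate controls were thapsigargin with DMSO for no effect and DMSO without thapsigargin for full effect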
Active calls of the source: *.

SMILES	ER stress death
N/C(=N\OC(=O)c1ccc(Br)cc1)c1ccccc1	0
O=C(Nc1ccc(Cl)c(Cl)c1)c1ccc(Cl)cc1Cl	4
Cc1ccc2nc(-c3ccc(C)c(NC(=O)c4ccc5ccccc5c4)c3)oc2c1	14
CCC1CCC(=O)C(C2(O)C(=O)Nc3ccccc32)C1 (configuration not stated)	0
COc1cc(NC(=O)Cc2ccc(Cl)cc2)c(OC)cc1Cl	1
O=C(c1ccc(Cl)c(Cl)c1)N1CCN(C(c2ccccc2)c2ccccc2)CC1	-4
CCCNC(=O)/C=C/c1ccc2c(c1)OCO2	0
CC1CCCN(C(=O)/C=C/c2ccccc2)C1 (configuration not stated)	0
COc1ccc(C(=O)NC(=S)Nc2ccc(I)cc2)cc1	6
Cc1ccc2ccc(S(=O)(=O)NCc3cccnc3)cc2c1	7
COc1ccc([N+](=O)[O-])cc1-c1ccc(/C=C2\C(=O)NC(=O)N(c3ccc(Cl)cc3)C2=O)o1	6
OC(CN1CCOCC1)c1ccc(Br)cc1 (configuration not stated)	6
Cc1c(NC(=O)CN(c2cccc(Cl)c2)S(=O)(=O)c2ccccc2)c(=O)n(-c2ccccc2)n1C	6
O=[N+]([O-])c1ccc(NCCOCCO)c(Cl)c1	6
CC(=O)N(c1ccc(Cl)cc1)S(=O)(=O)c1ccc(Cl)cc1	7
CS(=O)(=O)N(CC(=O)Nc1ccccc1Cl)c1ccc(Oc2ccccc2)cc1	5
COc1ccccc1OCCCOc1c(Cl)cccc1Cl	4
COc1ccccc1C/C(N)=N/OC(=O)COc1ccccc1C	-3
CC(=O)NS(=O)(=O)c1ccc(NC(=O)c2ccccc2OC(C)=O)cc1	0
Cc1cc2nc(-c3cc(NC(=O)c4ccco4)ccc3O)oc2cc1C	-7
O=C(c1ccc(NC(=O)c2cc(Br)cc(Br)c2O)c(Cl)c1)c1cccs1	-4
O=C(COc1ccc(Cl)cc1)Nc1cc([N+](=O)[O-])ccc1F	3
COc1ccc(C(=O)Nc2cc3nn(-c4ccc(C)cc4)nc3cc2C)cc1	11
CCCOc1ccc(N2C(=O)CC(N3CCN(Cc4ccc5c(c4)OCO5)CC3)C2=O)cc1 (configuration not stated)	5
O=C(COc1ccccc1)Nc1cccc2nsnc12	8
COc1ccc(/C=C2\C(=O)NN(c3ccccc3)C2=O)cc1O	9
O=C(/C=C/Nc1cccc(C(F)(F)F)c1)c1ccc(Br)cc1	2
Cc1cc(OCC(=O)Nc2ccc(-c3nc4ccccc4o3)c(O)c2)ccc1Cl	-1
O=S(=O)(NCCc1ccccc1)c1ccc2ccccc2c1	9
O=C(C1=C(O)C(=O)N(c2nncs2)C1c1cccc([N+](=O)[O-])c1)c1cccs1 (configuration not stated)	3
COC(=O)CN(c1ccc(C)c(Cl)c1)S(C)(=O)=O	-3
CS(=O)(=O)N(CC(=O)N1CCOCC1)c1cccc(C(F)(F)F)c1	3
CCN1C(=O)/C(=C\c2ccc(-c3ccc([N+](=O)[O-])cc3Br)o2)SC1=S	5
COc1ccc(Br)cc1/C=C\C(=O)Nc1ccc([N+](=O)[O-])cc1OC	-1
COC(=O)CSc1nc(N)c2c3c(sc2n1)CC(C(C)(C)C)CC3 (configuration not stated)	-1
Cc1cccc(C(=O)Nc2sc(C)c(C)c2C(N)=O)c1	0
O=c1/c(=C/c2ccccc2OCCOc2ccc([N+](=O)[O-])cc2)sc2nc3ccccc3n12	6
COc1ccc(C(=O)Nc2ccccc2C(=O)NC(C(=O)N2CCOCC2)C(C)C)cc1 (configuration not stated)	15
COc1ccc(NC(=O)C(=O)NCc2ccccc2)cc1Cl	4
CCc1nccn1S(=O)(=O)c1cc(Cl)ccc1OC	2
O=C1C2C3C=CC(C3)C2C(=O)N1/N=C/c1ccc(-c2ccc(Cl)c([N+](=O)[O-])c2)o1 (configuration not stated)	0
NC1=C(N2CCCCC2)C(=O)c2ccccc2C1=O	-6
CCOC(=O)C(O)C1CCc2c([nH]c3ccc(C)cc23)C1=O (configuration not stated)	-2
COc1ccc(-c2nnc(Nc3ccc(O)cc3)c3ccccc23)cc1	-8
COc1ccccc1N1CCN(C(=O)c2cccc(I)c2)CC1	3
CCOC(=O)c1c(NC(=O)c2ccc(Cl)c([N+](=O)[O-])c2)sc(C(=O)Nc2ccccc2OC)c1C	-1
CCCC(C(=O)O)P(=O)(c1ccccc1)c1ccccc1 (configuration not stated)	1
Brc1ccc2c(c1)Nc1nc3nonc3nc1N2	-10

Fetched one by one from the entries so far, 6 records:
SMILES	ER stress death
NC1=C(N2CCCCC2)C(=O)c2ccccc2C1=O	-6
CCOC(=O)c1c(NC(=O)c2ccc(Cl)c([N+](=O)[O-])c2)sc(C(=O)Nc2ccccc2OC)c1C	-1
CCOC(=O)C(O)C1CCc2c([nH]c3ccc(C)cc23)C1=O (configuration not stated)	-2
CCCC(C(=O)O)P(=O)(c1ccccc1)c1ccccc1 (configuration not stated)	1
COc1ccccc1N1CCN(C(=O)c2cccc(I)c2)CC1	3
CCc1nccn1S(=O)(=O)c1cc(Cl)ccc1OC	2

(listing goes on)
SMILES	ER stress death
CCOC(=O)C1=C(C)NC(SC)=NC1c1ccc(OC)cc1 (configuration not stated)	-2
Cc1ccc2nc(-c3cc(N)ccc3Cl)oc2c1	-8
COc1cc(-c2csc(/C(C#N)=C/Nc3cccc(F)c3)n2)ccc1O	10
COc1ccc(C2Nc3ccccc3C(=O)N2Cc2ccco2)cc1COc1ccccc1F (configuration not stated)	46
CC1C(=O)N(c2ccc(Cl)c(Cl)c2)C(=N)N1c1nc(N(C)C)nc(N(C)C)n1 (configuration not stated)	3
N#C/C(=C/c1ccc(Cl)cc1)C(=O)Nc1cccc(Br)c1	0
Cc1ccc(C)c(NC2=NC3(CCCC3)N=C(N)N2)c1	-6
COc1ccc(/C=C2/SC(=O)NC2=O)cc1[N+](=O)[O-]	-1
Cc1cc(C)c(Cc2cc([N+](=O)[O-])ccc2C)c(C)c1	7
Cc1ccc(/C=C2\N=C(c3ccc(Cl)cc3)OC2=O)cc1	19
COC(=O)c1ccccc1NC(=O)C(c1ccccc1)c1ccccc1	3
CC1CC(=O)Nc2cc([N+](=O)[O-])ccc2N1 (configuration not stated)	-1

Part of the list above, comma-delimited:
Molecule,ER stress death
CCOC(=O)C1=C(C)NC(SC)=NC1c1ccc(OC)cc1 (configuration not stated),-2
Cc1ccc2nc(-c3cc(N)ccc3Cl)oc2c1,-8
COc1cc(-c2csc(/C(C#N)=C/Nc3cccc(F)c3)n2)ccc1O,10
COc1ccc(C2Nc3ccccc3C(=O)N2Cc2ccco2)cc1COc1ccccc1F (configuration not stated),46

Carrying on.
SMILES	ER stress death
O=C(Nc1ccccc1C(=O)Nc1ccc(Br)cc1)c1ccccc1	6
CCOC(=O)C(CCCCOc1ccc(C)c(C)c1)C(=O)OCC	-3
CC(C)CCC1(C)NC(=S)N(c2ccc(Cl)cc2)N1 (configuration not stated)	-6
O=C(c1cccc([N+](=O)[O-])c1)N1CCN(c2cccc(C(F)(F)F)c2)CC1	6
O=C(CSc1nnc(SCC(=O)c2ccc(F)cc2)n1-c1ccccc1)c1ccc(F)cc1	26
O=C(NC1CS/C(=C/c2ccccc2)C1O)c1ccccc1 (configuration not stated)	-1
CC(C)(C)c1ccc(C(=O)Nc2cccc3nsnc23)cc1	-1
COc1ccc(N(CC(=O)N2CCOCC2)S(C)(=O)=O)cc1	1
CCOC(=O)C(=O)NCc1ccc(Cl)cc1	4
CCCC(=O)Nc1ccc(Cc2ccc(NC(=O)CCC)c(C(=O)O)c2)cc1C(=O)O	5
CC(=O)N/C(=N/c1nc(C)cc(C)n1)Nc1ccc(Cl)c(Cl)c1	-3
COc1ccc(N=Cc2c(O)n(-c3ccccc3OC)c(=O)[nH]c2=O)cc1	3
CCOC(=O)c1ccc(N2NC(=O)/C(=C/c3cc(Cl)cc(Br)c3O)C2=O)cc1	-2
COc1ccc(C(NC(=O)c2ccccc2)c2ccc(OC)cc2)cc1	2
Cc1ccc(OCC(=O)Nc2ccc(C)cc2Br)c(C)c1	6
COc1ccc2[nH]c(=O)c3c(c2c1)OC(C)(C)C=C3	-6
CCC(CC)=NNC(=O)C(=O)Nc1ccc(F)cc1	6
Cc1cc(C)cc(N2C(=O)NC(=O)/C(=C\c3ccc([N+](=O)[O-])o3)C2=O)c1	3
O=C1NC(=S)N(c2ccccc2)C(=O)/C1=C/c1ccc(OCc2ccc(Cl)cc2)cc1	6
O=C(Nc1ccc(O)c(-c2nc3ccccc3o2)c1)c1cc2ccccc2o1	-2
COc1ccc(/C=C2\S/C(=N/N=C/c3ccc(OC)cc3)N(c3ccc(O)cc3)C2=O)cc1	2
O=C(CCC(=O)N/N=C/c1cc(Br)ccc1O)N/N=C\c1cc(Br)ccc1O	22
Cc1c(Cl)cccc1N=Cc1c[nH]c2ccccc12	5
COC(=O)CN1C(c2ccc(OC)cc2)Nc2ccc(Br)cc2C1c1ccccc1 (configuration not stated)	1
COC(=O)CNS(=O)(=O)c1ccc(OC)cc1	3
CC(=O)Nc1ccc(S(=O)(=O)Nc2ccc(OCc3ccccc3)cc2)cc1	8
COC(=O)CSc1nnc2n(-c3ccc(OC)cc3)c(=O)c3c4c(sc3n12)COC(C)(C)C4	11
CCCSc1nnc(NC(=O)/C=C/c2ccccc2)s1	-1
Nc1ccc[n+](CC(=O)c2ccccc2)c1	0
CCOC(=O)c1c(C)nc2sccn12	1
COc1ccc(C(=O)c2ccc(N3CCCCC3)c([N+](=O)[O-])c2)cc1	1
COc1ccc(C(=O)N2CCN(S(=O)(=O)c3ccc(Cl)cc3)CC2)cc1	5
O=S(=O)(NCc1ccc(F)cc1)c1ccc2ccccc2c1	-1
CC(C)CNc1nc(-c2ccccc2)nc2ccccc12	10
Cc1c(C(=O)N(Cc2ccccc2)Cc2ccccc2)cccc1[N+](=O)[O-]	9
CN1C(=O)/C(=C2\SC(=Nc3ccc(F)cc3)NC2=O)c2ccccc21	0
NS(=O)(=O)c1ccc(-c2ccc(/C=C3\SC(=S)N(CCc4ccccc4)C3=O)o2)cc1	6
CC(C)OC(=O)c1c(NC(=O)C2C3CCC(C3)C2C(=O)O)sc2c1CCCC2 (configuration not stated)	-3
Cc1ccc(C2(c3ccc(C)cc3)CC2C(=O)Nc2ccccc2F)cc1 (configuration not stated)	0
COC(=O)C1=C(C)N(C)C(C)=C(C(=O)OC)C1c1ccccc1OC	-5
COc1ccc(C(NC(=O)c2ccccc2F)c2ccc(OC)cc2)cc1	-3
N=C(SC1CC(=O)N(c2cccc3ccccc23)C1=O)N1N=C(c2cccs2)CC1c1ccc(Br)cc1 (configuration not stated)	11
CC1=C(C(=O)OCCc2ccccc2)C(c2ccsc2)C2=C(CC(C)(C)CC2=O)N1 (configuration not stated)	6
O=C(c1ccccc1Cl)N1CCN(CCN2C(=O)c3cccc4cccc(c34)C2=O)CC1	6
COC(=O)C1=NN(C(=O)c2ccccc2)C(O)(c2ccc([N+](=O)[O-])cc2)C1 (configuration not stated)	7
CCOc1ccc(N2C(=O)NC(=O)/C(=C/c3ccc(-c4ccccc4[N+](=O)[O-])o3)C2=O)cc1	26
CCOc1ccc(C2OC3(C(=O)c4ccccc4C3=O)C3C(=O)N(c4ccc(Cl)cc4)C(=O)C23)cc1 (configuration not stated)	8
COC(=O)CN(c1ccc(C)cc1)S(=O)(=O)c1ccc(F)cc1	4
CC(=O)OCCNC(=O)/C(=C\c1ccc(Cl)cc1)NC(=O)c1ccccc1	1
Cc1ccc(C)c(S(=O)(=O)Nc2ccc(C)c(C)c2)c1	-2
CCOc1cc(OCC)cc(C(=O)Nc2cccc3nsnc23)c1	-1
Cc1c(C(=O)Nc2cc(Cl)cc(Cl)c2)oc2ccccc12	1
CC(C)(C)NC(=O)CN(c1ccc(Br)cc1)S(C)(=O)=O	5
Cc1[nH]c(=S)c(C#N)c(-c2cccs2)c1C(=O)Nc1ccccc1	-4
O=C(Nc1ccc(S(=O)(=O)Nc2ncccn2)cc1)c1cccnc1	2
CCOC(=O)c1c(NC(=O)C2CC2)sc(C(=O)Nc2ccccc2F)c1C	4
FC(F)(F)c1ccccc1CN1CCN(Cc2ccncc2)CC1	-1
O=C1CCC(=O)N1c1ccc(Oc2cccc(Oc3ccc(N4C(=O)CCC4=O)cc3)c2)cc1	8
Cc1cccc(CC2CC(=O)N(CCc3ccc4c(c3)OCO4)C2=O)c1 (configuration not stated)	2
COc1ccc(C2Nc3ccccc3C(=O)N2c2ccc(C)cc2)cc1Cn1cc([N+](=O)[O-])cn1 (configuration not stated)	1

(list continues)
SMILES	ER stress death
CCOC(=O)c1c(NC(=S)Nc2ccccc2)sc2c1CCCCC2	7
COc1ccc(/C(C)=N\N2CCN(Cc3ccccc3Cl)CC2)cc1OC	4
CC(=O)CSc1nnnn1-c1ccccc1	2
CCC(=O)NC(c1ccc(N(C)C)cc1)c1ccc2cccnc2c1O (configuration not stated)	59*
Cc1c(NC(=O)c2ccc3c(c2)C(=O)N(N2C(=O)c4ccccc4C2=O)C3=O)cccc1C(=O)O	6
Cc1ccc(Cl)cc1NC(=O)CCC1CCCC1	8
CCN(CC)CCn1c2ccccc2n2cc(-c3ccc(C)cc3)nc12	-7
COc1ccc(/C=C(/NC(=O)c2ccccc2)c2nc3ccc(C(F)(F)F)cc3[nH]2)cc1OC	11
CCOc1cc(OCC)cc(C(=O)Nc2ccc(Cl)cc2)c1	4
O=C1/C(=C\c2ccc(-c3ccc(Cl)c(Cl)c3)o2)SC(=S)N1Cc1ccco1	13
CC(=O)NC(c1ccc2c(c1)OCO2)c1ccc2cccnc2c1O (configuration not stated)	77*
C=CCNC(=O)C(=O)N/N=C/c1ccc2c(c1)OCCO2	3

An excerpt from above in order of count of non-hydrogen atoms, falling.
SMILES	ER stress death
COc1ccc(Br)cc1/C=C\C(=O)Nc1ccc([N+](=O)[O-])cc1OC	-1
O=C(COc1ccc(Cl)cc1)Nc1cc([N+](=O)[O-])ccc1F	3
COC(=O)CNS(=O)(=O)c1ccc(OC)cc1	3

An excerpt; count on the stated rates, not on these rows.
